# bIAP inhibitor = intestinal alkaline phosphatase (bovine) inhibition; 190,000 tested, under 10 active; inhibition, % at 20 µM; purified bovine IAP, CDP-star luminescence, 30 min;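 active means over 50% inhibition of intestinal alkaline phosphatase at 20 µM in the single-dose screen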
#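 Assay system – bovine IAP enzyme · Quantity – bovine IAP at 1/65,000,000 final dilution · Detection – CDP-star luminescence signal · Times – 30 min reaction at room temperature · Also added – CDP-star substrate at 30 µM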
# PPARg SRC3 recr = promotes SRC-3 coactivator recruitment by human PPARgamma | P37231 | biochemical PPARgamma/SRC-3 coactivator recruitment assay | activation, % at 8 µM | 0.26% of 200,000 active; in the data active means activation above about 23%;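 further: 0% = DMSO and 100% = reference agonist; some compounds past the cut are filed as inactive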
# PPARg SRC1 recr = agonists of human PPARgamma SRC-1 coactivator recruitment | P37231 | PPARgamma-SRC-1 coactivator recruitment biochemical assay | activation, % at 8 µM | 0.41% of 200,000 active; in the data active means activation above about 19%;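 further: 0% = DMSO and 100% = reference agonist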
# SRC2 TRFRET art = counter-screen for PPARgamma SRC-2 recruitment agonists: TR-FRET artefact; hits give high values; TR-FRET ratio at 8 µM; 0.4% of 200,000 active; in the data active means TR-FRET ratio above about 2000; further: inactives centre near 1500; reference of the scale not given here
# PPARg SRC2 recr = PPARgamma-driven SRC-2 recruitment agonism; 0.34% of 200,000 active; activation, % at 8 µM; P37231; PPARgamma LBD-SRC-2 recruitment, biochemical; in the data active means activation above about 22%;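 further: 0% = vehicle and 100% = reference agonist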
# S1P3 antagonist = S1P3 (human) receptor antagonism | CHO S1P3 NFAT-BLA reporter, FRET fluorescence, antagonist mode | inhibition, % at 4.98 µM | 0.27% of 170,000 active | AID 485;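 active means inhibition above the plate cutoff, the mean inhibition of test wells on that plate plus 3 SD, cut at about 28% in these data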;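 further: cells challenged with S1P at its EC80 of 0.8 µM; blue over green emission ratio from cleaved BLA substrate after 4 h stimulation; 0% = S1P-stimulated wells and 100% = unstimulated DMSO-only wells; some compounds past the cut are filed as inactive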
# Target sequence (Q99500 whole entry, looked up): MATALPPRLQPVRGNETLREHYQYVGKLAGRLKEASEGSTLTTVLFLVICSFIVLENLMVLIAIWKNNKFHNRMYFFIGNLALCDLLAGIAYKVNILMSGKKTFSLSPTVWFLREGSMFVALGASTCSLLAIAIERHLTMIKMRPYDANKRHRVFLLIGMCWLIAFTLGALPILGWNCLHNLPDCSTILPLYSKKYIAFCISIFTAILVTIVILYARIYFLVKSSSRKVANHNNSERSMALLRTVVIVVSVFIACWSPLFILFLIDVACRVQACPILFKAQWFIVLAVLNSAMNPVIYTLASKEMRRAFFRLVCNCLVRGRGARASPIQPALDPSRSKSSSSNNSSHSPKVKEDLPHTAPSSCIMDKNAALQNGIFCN
# ROMK primary = modulators of human ROMK potassium channel; Tet-inducible ROMK, thallium flux fluorescence; actives lie on both sides; B-score at 10 µM; 2% of 130,000 active; AID 1918;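 active means signal ratio slope over the read window, or its plate-corrected B-score, at least 3 SD from the plate mean, either direction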;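 further: B-score of the F/F0 ratio slope over 7 to 12 s after thallium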
# Target sequence (P48048 whole entry, looked up): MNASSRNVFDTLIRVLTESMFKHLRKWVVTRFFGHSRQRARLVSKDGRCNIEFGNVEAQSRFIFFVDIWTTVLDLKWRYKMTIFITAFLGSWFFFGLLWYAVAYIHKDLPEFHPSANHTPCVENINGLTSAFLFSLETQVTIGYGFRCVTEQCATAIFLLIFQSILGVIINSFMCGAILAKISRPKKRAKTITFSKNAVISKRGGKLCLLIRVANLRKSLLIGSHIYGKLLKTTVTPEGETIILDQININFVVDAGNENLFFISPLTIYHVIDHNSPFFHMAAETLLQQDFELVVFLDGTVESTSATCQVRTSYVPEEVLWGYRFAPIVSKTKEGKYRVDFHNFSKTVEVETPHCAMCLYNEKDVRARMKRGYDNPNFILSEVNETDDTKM
# DTT redox prof = compounds producing H2O2 with reducing agent – biochemical, NIH compound library profiling, artefact control for MLSCN library redox annotation, primary screen; DTT-dependent redox cycling H2O2, phenol red/HRP absorbance; 100% = 100 µM peroxide control, 0% = buffer; activation, % at 10 µM; 0.03% of 200,000 active;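 active means activation of at least 50% relative to the plate's high and low controls in the primary single-dose screen; inactive means activation below 50%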;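 further: compound incubated with DTT at 0.8 mM final as the reducing agent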
# TLR4-MyD88 BLA = TLR4-MyD88 interaction inhibition in cells | 0.18% of 200,000 active | AID 861 | HeLa CL3-4 TLR4/MyD88 BLA complementation, FRET ratio | inhibition, % at 8.4 µM; in the data active means inhibition above about 25%;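 further: 0% = vehicle and 100% = reference inhibitor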
# bIAP act = increases bovine intestinal alkaline phosphatase activity | purified bovine IAP, CDP-star luminescence, 30 min; hits give high values; fold of DMSO-control signal, blank-subtracted | activation factor at 20 µM | 0.17% of 200,000 active;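 active means activation factor of 2 or more at 20 µM, a signal rise over negative controls twice the positive control's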
# L major viab = inhibitors of Leishmania major promastigote growth. inhibition, % at 10 µM. 9% of 200,000 active. Leishmania major promastigotes, resazurin fluorescence viability; in the data active means inhibition above about 50%;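 further: promastigotes grown with compound for 44 hours at 28 °C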
# * = called active by the depositor; i = inactive; · = not tested or not shown.
1. Nc1nc(F)nc2c1ncn2[C@@H]1O[C@H](CO)[C@@H](O)[C@@H]1O
2. CC1(C)CC(=O)C(Sc2nnc(-c3ccc(NS(C)(=O)=O)cc3)n2Cc2ccco2)C(=O)C1
3. O=C(Nc1ccc(C(=O)O)cc1)/C(=C\C=C\c1ccccc1)NC(=O)c1ccc(Br)cc1
4. COc1ccc(-c2nn(CCC(=O)O)cc2/C=C2\SC(N)=NC2=O)cc1
5. COc1ccc(C2C(C(=O)Nc3cccc(OC)c3)c3ccccc3C(=O)N2C)cc1 (stereo not drawn)
6. O=C1CC(N2CCN(Cc3ccc4c(c3)OCO4)CC2)C(=O)N1CCc1ccccc1 (stereo not drawn)
7. NC(=O)CSc1nnc2n(-c3ccccc3)c(=O)c3c4c(sc3n12)CCCCC4
8. COC(=O)C1=C(C)N(Cc2ccco2)C(=O)/C1=C\c1ccc([N+](=O)[O-])cc1
9. CCCCN(C)C(=O)c1nc2ccccn2c1CNCCCn1nnc2ccccc21
10. O=C(CCc1ccccc1)NN1C(=O)C2C3C=CC(C3)C2C1=O (stereo not drawn)

screen / no.	1	2	3	4	5	6	7	8	9	10
bIAP inhibitor	14	9	-1	28	-12	-8	-9	18	-1	1
PPARg SRC3 recr	2	-5	-3	4	2	-4	-7	0	4	-1
PPARg SRC1 recr	7	1	7	2	12	-1	-6	3	6	-3
SRC2 TRFRET art	1565	1250	1616	1607	1436	1390	1317	1563	1577	1582
PPARg SRC2 recr	6	-11	-8	2	1	0	1	8	11	0
S1P3 antagonist	1	-10	-10	7	-8	17	·	-12	-4	-16
ROMK primary	-1.8	0.2	0.042	0.18	-0.0067	0.46	0.73	-0.87	0.33	0.041
DTT redox prof	0.3	0.2	0.7	-0.1	0.5	0.4	0.2	-0.1	-0.9	0.5
TLR4-MyD88 BLA	-10	1	-8	10	-5	-6	-2	14	-7	9
bIAP act	0.9	0.9	1	0.7	1.1	1.1	1.1	0.8	1	1
L major viab	-9	-3	-3	-2	5	87*	4	99*	0	-4

11. O=C(CCC1CCCC1)Nc1ccon1
12. O=C(O)/C(=C\c1cccs1)c1ccccc1
13. Clc1cccc(Cl)c1Cn1cnc2c(N3CCCCCC3)ncnc21
14. CSC1=NC(C)(C)C=C(/C=C/c2ccc(Cl)cc2Cl)N1
15. CCOc1cc(CNCCCN2CCOCC2)ccc1OCC(=O)Nc1cccc2ccccc12
16. CCCCC(=O)NC(c1ccc(OC)c(OC)c1)c1c(O)ccc2ccccc12 (stereo not drawn)
17. O=C(NCc1ccco1)c1ccccc1NS(=O)(=O)c1cccs1
18. CC(C)NC(=O)C1COc2ccccc2O1 (stereo not drawn)
19. CSc1ccc(/C=N/N2CCN(Cc3ccccc3Cl)CC2)cc1
20. O=C1c2ccccc2C2NC(=O)C3(CCCCC3)N12 (stereo not drawn)

screen / no.	11	12	13	14	15	16	17	18	19	20
bIAP inhibitor	9	0	8	0	-13	5	8	1	6	15
PPARg SRC3 recr	4	5	-6	3	10	2	-4	6	2	-8
PPARg SRC1 recr	10	-8	-9	2	8	5	-6	-10	2	-1
SRC2 TRFRET art	1586	1316	1440	1539	1331	1477	1434	1408	1441	1430
PPARg SRC2 recr	7	7	0	0	-5	-1	-3	4	-5	3
S1P3 antagonist	-19	0	-7	-8	·	·	14	-3	-3	-36
ROMK primary	·	-0.18	-0.93	0.044	·	·	·	-0.03	-0.38	·
DTT redox prof	-2.4	-0.4	-0.2	-1.0	-1.4	-7.0	2.3	-0.9	0.2	-0.4
TLR4-MyD88 BLA	-8	-2	-12	5	12	10	-2	11	9	-2
bIAP act	0.9	1	0.9	1	1.1	1	0.9	1	0.9	0.9
L major viab	-10	-9	5	72*	100*	100*	1	-6	-7	-4

21. NC(=O)CSc1nnc(Cc2cccs2)n1C1CCCCC1
22. CC(=O)O[C@H]1C2OC(=O)C(C)=C2[C@@H]2OC(=O)[C@]3(CCC4OC41C)OC23 (stereo partly drawn)
23. Cc1ccsc1C(=O)OCC(=O)NCC1CCCO1 (stereo not drawn)
24. Cc1cccc(Nc2nc(N)nc(CN3CCN(c4ccccc4F)CC3)n2)c1
25. Cc1ccc(S(=O)(=O)c2nc(-c3cccs3)oc2SCC(N)=O)cc1
26. Cc1cc(C)nc(/N=C(\N)Nc2ccc(OCc3ccccc3)cc2)n1
27. CC(=O)C1=C(C)NC(SCC(N)=O)=C(C#N)C1c1ccco1 (stereo not drawn)
28. Cc1ccc(C)c(NC(=O)CSc2nnc([C@@H]3CCCN3C(=O)OC(C)(C)C)o2)c1
29. CC(=O)OC(C(=O)NCc1ccco1)c1ccncc1 (stereo not drawn)
30. COCCn1c(C)cc(C2=NNC(=NC3CC3)SC2)c1C

screen / no.	21	22	23	24	25	26	27	28	29	30
bIAP inhibitor	13	-3	13	·	16	i	-2	-3	-2	6
PPARg SRC3 recr	10	0	0	12	16	2	2	2	-6	-3
PPARg SRC1 recr	8	6	0	9	12	-8	-6	9	5	-1
SRC2 TRFRET art	1631	1455	1548	1484	1927	1459	1450	1768	1649	1497
PPARg SRC2 recr	9	6	7	6	31*	-13	-1	5	4	-8
S1P3 antagonist	·	-15	-2	-2	·	15	-8	-3	19	-3
ROMK primary	0.0018	0.11	-0.11	-0.72	·	-0.69	0.18	·	1	-2.2
DTT redox prof	0.0	0.7	-1.4	-0.8	-0.7	-1.2	-0.3	0.3	2.1	-0.3
TLR4-MyD88 BLA	6	-2	-10	9	0	6	4	-1	-8	-3
bIAP act	0.9	1	0.9	·	0.8	6.2*	1	1	1	0.9
L major viab	-1	-4	-4	18	4	100*	4	-3	-2	18

31. CCN1CCN(C(=O)c2ccc3c(=O)n(CCC4=CCCCC4)c(=O)[nH]c3c2)CC1
32. N#C/C(=C\c1c(N(Cc2ccccc2)Cc2ccccc2)nc2ccccn2c1=O)C(N)=O
33. CC(C)NC(=O)CCCc1cn(C)c2ccccc12
34. CCn1cc(C(=O)NCC2CCCO2)c(=O)c2cc(F)c(N3CCN(C)CC3)cc21 (stereo not drawn)
35. CCCOc1ccc(OCC(=O)c2[nH]c(C)c(C(C)=O)c2C)cc1
36. FC(F)(F)c1cnc(-c2cnc3c(-c4ccc(Cl)cc4)cnn3c2)c(Cl)c1
37. Cn1c(CCN2CCCCC2)nc2cc([N+](=O)[O-])ccc21
38. CCCCNCC(O)(c1ccc(Cl)cc1)c1ccc(Cl)cc1
39. CCN(CC)S(=O)(=O)c1ccc(C2=NOC3(C2)N(C)c2ccccc2C3(C)C)cc1 (stereo not drawn)
40. CCN(CC)c1ccc2c(C)c(CN3CCOCC3)c(=O)oc2c1

screen / no.	31	32	33	34	35	36	37	38	39	40
bIAP inhibitor	8	13	2	-6	14	5	-10	·	-11	-74
PPARg SRC3 recr	-2	-3	-13	2	-1	3	-3	1	5	15
PPARg SRC1 recr	-10	-6	6	2	4	2	-2	0	6	5
SRC2 TRFRET art	1388	1613	1554	1629	1521	1653	1494	1911	1638	1699
PPARg SRC2 recr	0	7	-1	-2	6	8	2	7	-3	0
S1P3 antagonist	-4	6	-26	·	·	·	·	6	-13	-21
ROMK primary	·	·	-0.18	-0.35	0.0056	·	-1.9	-0.97	0.34	-2
DTT redox prof	2.8	0.0	-0.1	1.8	0.1	2.1	-4.2	-2.5	1.1	0.2
TLR4-MyD88 BLA	-3	15	-3	-1	8	-2	1	-3	-13	5
bIAP act	0.9	0.9	1	1.1	0.9	0.9	1.1	0.3	1.1	1.7
L major viab	10	34	-3	4	-16	-7	5	90*	84*	100*

# Arranged by number of heavy atoms (falling): 7 of the compounds above
32. N#C/C(=C\c1c(N(Cc2ccccc2)Cc2ccccc2)nc2ccccn2c1=O)C(N)=O
31. CCN1CCN(C(=O)c2ccc3c(=O)n(CCC4=CCCCC4)c(=O)[nH]c3c2)CC1
36. FC(F)(F)c1cnc(-c2cnc3c(-c4ccc(Cl)cc4)cnn3c2)c(Cl)c1
40. CCN(CC)c1ccc2c(C)c(CN3CCOCC3)c(=O)oc2c1
38. CCCCNCC(O)(c1ccc(Cl)cc1)c1ccc(Cl)cc1
37. Cn1c(CCN2CCCCC2)nc2cc([N+](=O)[O-])ccc21
33. CC(C)NC(=O)CCCc1cn(C)c2ccccc12

screen / no.	32	31	36	40	38	37	33
bIAP inhibitor	13	8	5	-74	·	-10	2
PPARg SRC3 recr	-3	-2	3	15	1	-3	-13
PPARg SRC1 recr	-6	-10	2	5	0	-2	6
SRC2 TRFRET art	1613	1388	1653	1699	1911	1494	1554
PPARg SRC2 recr	7	0	8	0	7	2	-1
S1P3 antagonist	6	-4	·	-21	6	·	-26
ROMK primary	·	·	·	-2	-0.97	-1.9	-0.18
DTT redox prof	0.0	2.8	2.1	0.2	-2.5	-4.2	-0.1
TLR4-MyD88 BLA	15	-3	-2	5	-3	1	-3
bIAP act	0.9	0.9	0.9	1.7	0.3	1.1	1
L major viab	34	10	-7	100*	90*	5	-3

# Continuation.
41. COc1cc(C(=O)OCC(=O)NC2CCS(=O)(=O)C2)c([N+](=O)[O-])cc1OC (stereo not drawn)
42. CC1CCCC(C)N1C(=O)Cn1c(SCC(=O)NCc2ccc3c(c2)OCO3)nc2ccccc21 (stereo not drawn)
43. O=C1CC(c2ccc(F)cc2)CC(O)=C1C=NCCN1CCNCC1 (stereo not drawn)
44. Cc1cc(C)n(CC(O)COc2ccc(OCC(O)Cn3nc(C)cc3C)cc2)n1 (stereo not drawn)
45. Nc1ncnc(Sc2ccccc2)c1[N+](=O)[O-]
46. O=C(O)c1cccc(NC(=O)c2cccc(S(=O)(=O)N3CCc4ccccc4C3)c2)c1
47. Cc1csc2nc(CSc3nc4ccccc4o3)c(Br)n12

screen / no.	41	42	43	44	45	46	47
bIAP inhibitor	-1	-19	·	·	-4	-4	3
PPARg SRC3 recr	1	-10	-1	3	3	2	4
PPARg SRC1 recr	2	6	2	-2	6	-8	-2
SRC2 TRFRET art	1447	1536	1453	1527	1651	1371	1408
PPARg SRC2 recr	-6	6	-1	1	0	-5	15
S1P3 antagonist	-19	·	·	·	-4	-12	-10
ROMK primary	·	-3.9*	·	0	·	-0.23	·
DTT redox prof	-0.1	-0.3	0.2	0.2	0.7	0.2	0.7
TLR4-MyD88 BLA	4	-29	3	-1	-14	7	10
bIAP act	1	1.2	·	·	1	1	1
L major viab	5	5	1	-3	31	-11	11
